MITF TRPM1 HTS – MITF TRPM1 promoter activation in melanoma cells; activation, % at 12.5 µM; 300,000 compounds, 0.75% hits; SK-MEL-5 TRPM1-promoter luciferase, 24 h; % of positive control, neutral wells = 0;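 active = mean activation of at least 80% with every replicate also reaching 80%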;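 note: 0% = neutral control wells and 100% = parthenolide positive control wells; values of inactives mirror those of a sister screen read the other way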
SR-BI DiI inh – blocks mouse SR-BI lipid uptake from DiI-HDL; Q61009; ldlA[mSR-BI] CHO cells, DiI-HDL uptake fluorescence, 3 h; inhibition, % at 12.5 µM; 320,000 compounds, 0.96% hits;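 active = mean replicate inhibition of at least 70% and a set share of replicates each scoring 70 or more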;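 note: 0% = median of neutral control wells and 100% = median of positive control wells; values of inactives mirror those of a sister screen read the other way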
Rtt109 Vps75 – blocks Candida albicans Rtt109/Vps75 acetyltransferase activity; inhibition, % at 34.9 µM; 330,000 compounds, 0.16% hits; purified Rtt109/Vps75, ThioGlo CoA-SH fluorescence, 4 h;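 active = inhibition of at least 50% in every replicate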
SR-BI DiI-HDL act – enhances SR-BI lipid uptake from DiI-HDL; CHO ldlA[mSR-BI] cells, DiI-HDL uptake fluorescence, 3 h; 100 = double the neutral-control signal; activation, % at 12.5 µM; 320,000 compounds, 0.096% hits;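 active = mean replicate activation of at least 60% and every replicate at or above 60%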;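 note: 0% = median plate neutral-control signal and 100% = twice that signal; values of inactives mirror those of a sister screen read the other way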
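Test system: SR-BI-overexpressing, LDLR-lacking CHO cells. Measured by: DiI fluorescence, bottom read. Medium: Ham's F12 with 0.5% BSA, HEPES 25 mM, pH 7.4. Timing: 3 h uptake period with compound, 37 °C.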
PfHsp90 set2 – growth inhibition of yeast expressing Plasmodium Hsp90 | S. cerevisiae expressing PfHsp90, BacTiter-Glo ATP, 48 h; yeast lacking PDR1 and PDR3 efflux regulators | inhibition, % at 9.4 µM | 310,000 compounds, 0.32% hits | AID 504621;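 active = every replicate shows inhibition above about 80%, whatever the replicate mean, limit read from the data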;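 note: 0% = DMSO neutral controls and 100% = 20 µM radicicol positive controls; yeast relying on Plasmodium falciparum Hsp90 in place of its own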
CAL PDZ FP-1 – blocks peptide binding to human CAL PDZ domain; Q9HD26; 330,000 compounds, 0.02% hits; AID 504414; inhibition, % at 20 µM; purified CAL PDZ, TMR-peptide fluorescence polarization, 1 h;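 active = highest replicate inhibition of at least 40%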;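 note: plate controls were DMSO neutral control wells for no effect and unlabeled competitor peptide control wells for full effect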
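Control set: unlabelled peptide and DMSO controls / Material: purified CerCALP PDZ construct / Timing: 1 h incubation at room temperature before polarization reading / Doses: 20 µM, one dose / Detection: fluorescence polarization (mP)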
NSD2 HMT inh – inhibitors of human histone methyltransferase NSD2 | O96028 | NSD2 peptide methylation, AlphaScreen, 120 min | inhibition, % at 12.5 µM | 310,000 compounds, 0.54% hits; in the data active = inhibition above about 50%
Target sequence (O96028 whole entry, looked up): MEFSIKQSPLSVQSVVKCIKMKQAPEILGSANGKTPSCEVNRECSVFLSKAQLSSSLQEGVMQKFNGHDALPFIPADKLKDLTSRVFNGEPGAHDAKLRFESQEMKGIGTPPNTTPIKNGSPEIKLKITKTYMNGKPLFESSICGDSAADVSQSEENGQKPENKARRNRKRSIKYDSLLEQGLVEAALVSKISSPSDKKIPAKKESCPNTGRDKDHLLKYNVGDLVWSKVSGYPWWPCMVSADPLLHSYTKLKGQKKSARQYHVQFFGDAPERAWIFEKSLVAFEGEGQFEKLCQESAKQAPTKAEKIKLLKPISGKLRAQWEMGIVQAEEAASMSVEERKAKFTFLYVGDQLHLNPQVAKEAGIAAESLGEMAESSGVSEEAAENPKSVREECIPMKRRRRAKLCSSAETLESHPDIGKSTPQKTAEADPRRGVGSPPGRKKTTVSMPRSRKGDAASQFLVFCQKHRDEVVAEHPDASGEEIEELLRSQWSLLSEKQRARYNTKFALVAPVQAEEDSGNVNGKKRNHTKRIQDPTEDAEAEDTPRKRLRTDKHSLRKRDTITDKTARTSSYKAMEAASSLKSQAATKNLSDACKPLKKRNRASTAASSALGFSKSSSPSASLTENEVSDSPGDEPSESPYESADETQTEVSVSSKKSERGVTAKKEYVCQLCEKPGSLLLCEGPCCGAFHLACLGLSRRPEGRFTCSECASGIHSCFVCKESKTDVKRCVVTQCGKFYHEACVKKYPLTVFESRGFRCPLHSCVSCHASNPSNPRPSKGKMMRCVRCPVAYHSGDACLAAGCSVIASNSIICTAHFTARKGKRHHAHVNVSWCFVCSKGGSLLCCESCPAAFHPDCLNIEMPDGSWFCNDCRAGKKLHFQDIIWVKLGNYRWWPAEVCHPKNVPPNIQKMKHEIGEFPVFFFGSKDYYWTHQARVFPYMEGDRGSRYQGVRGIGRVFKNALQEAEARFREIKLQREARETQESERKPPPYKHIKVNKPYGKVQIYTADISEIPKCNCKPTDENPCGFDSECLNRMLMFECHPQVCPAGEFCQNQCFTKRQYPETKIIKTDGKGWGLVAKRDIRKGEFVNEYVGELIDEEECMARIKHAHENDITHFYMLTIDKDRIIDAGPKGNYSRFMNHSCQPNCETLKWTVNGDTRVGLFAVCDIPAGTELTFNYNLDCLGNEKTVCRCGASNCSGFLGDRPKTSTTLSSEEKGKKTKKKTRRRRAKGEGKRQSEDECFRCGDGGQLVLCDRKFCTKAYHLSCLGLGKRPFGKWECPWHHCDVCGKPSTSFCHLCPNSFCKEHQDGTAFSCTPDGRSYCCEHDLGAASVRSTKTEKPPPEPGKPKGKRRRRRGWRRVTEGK
CAL PDZ FP-2 – CAL PDZ (human) peptide binding inhibition; Q9HD26; AID 602252; 300,000 compounds, 0.92% hits; inhibition, % at 24.9 µM; purified CAL PDZ, TMR-peptide fluorescence polarization, 1 h;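 active = mean inhibition of at least 30% with at least half of replicates also reaching 30%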;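 note: 0% = DMSO neutral control and 100% = excess unlabeled competitor peptide PRC23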
dFosB act – activators of mouse delta FosB homodimer; P13346; purified delta FosB, TAMRA-CDK5 oligo fluorescence polarization; percent of positive-control signal above neutral wells; activation, % at 25 µM; 340,000 compounds, 0.99% hits; AID 493131;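 active = mean activation above about 17%, with every replicate also reaching it, limit read from the data, passing the limit was not always enough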;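 note: fluorescence polarization rise as delta FosB binds a TAMRA Cdk5 AP-1 oligo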
PvdQ acylase – blocks Pseudomonas aeruginosa PvdQ acylase activity. 340,000 compounds, 0.063% hits. purified PvdQ acylase, fluorescence plate reader. inhibition, % at 10 µM. AID 488965; in the data active = inhibition above about 30%, passing the limit was not always enough;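 note: 0% = vehicle neutral wells and 100% = reference inhibitor wells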
Starred values were filed as active, the others as inactive; · = not tested or not shown; & = joins results of further samples.

Order of values: MITF TRPM1 HTS	SR-BI DiI inh	Rtt109 Vps75	SR-BI DiI-HDL act	PfHsp90 set2	CAL PDZ FP-1	NSD2 HMT inh	CAL PDZ FP-2	dFosB act	PvdQ acylase
1) CC(=O)/C(=N/Nc1ccc([N+](=O)[O-])cc1)N1CCCc2ccccc21
→ ·	35	-2	-35	5	0.1	0	·	-4	-26
2) COc1ccc(-n2cnnc2SCC(=O)N2CCN(S(=O)(=O)c3ccccc3)CC2)cc1
→ -5	-17	5	17	14	-0.5	30	-2	-11	11
3) C(=C\n1nnc2ccccc21)/c1ccccn1
→ 42	-4	-2	4	4	-0.4	·	-1	-27	-5
4) CN(C(=O)CCNC(=O)Cn1cnc2ccccc2c1=O)c1ccccc1F
→ -8	-8	33	8	9	-2.0	-5	-1	1	15
5) Cn1cc(CCNC(=O)C2CCC(=O)N(CCc3ccc(Cl)cc3)C2)cn1 (stereo unspecified)
→ -4	-37	-17	37	-12	-2.4	8	1	-1	-18
6) COc1ccc(NC(=O)Nc2ccc3c(c2)OCO3)c(C)c1
→ 43	-19	-3	19	3	0.4	2	4	1	7
7) Cc1ccc(N(CC(=O)Nc2ccccc2-c2ccccc2)S(=O)(=O)c2ccccc2)c(C)c1
→ -2	-18	8	18	-5	-2.8	2	0	-10	-7
8) CCSc1ncc(C)cc1[N+](=O)[O-]
→ 10	-32	-12	32	24	-2.6	4	-5	-2	7
9) CSCCC(NC(N)=O)C(=O)N(C)CC(=O)Nc1cc(C)ccc1C (stereo unspecified)
→ 0	-37	2	37	15	-0.2	-3	2	-1	-9
10) c1ccc(-c2nc3ccccc3o2)nc1
→ 34	-6	8	6	0	-1.2	1	·	-3	-12
11) c1ccc(OCCSc2nnnn2C2CCCCC2)cc1
→ 45	0	4	0	-12	-1.1	-4	-6	-1	5
12) Cc1cc(Cl)ccc1OCC(=O)NNC(=O)C1CCCO1 (stereo unspecified)
→ 5	-9	8	9	-15	-1.8	3	-1	-6	11
13) Cc1sc(NC(=O)COc2cccc(-n3cnnn3)c2)c(C#N)c1C
→ ·	40	-10	-40	-24	-0.4	3	-2	-2	14
14) COc1ccc(NC(=O)C2Cc3cccc(OC)c3O/C2=N\O)cc1 (stereo unspecified)
→ -1	22	·	-22	-28	-2.0	1	1	-1	-7
15) c1ccc(-c2nc3nc4ccccc4nc3n2Cc2ccco2)cc1
→ 34	-1	-8	1	4	-2.1	7	-5	4	-7
16) COc1ccc(CC(=O)OCC(=O)Nc2ccc(Cl)cn2)cc1
→ -12	-2	-9	2	12	-1.4	0	0	-1	-13
17) COc1cccc(OC)c1OCCCCN1CCCCC1
→ -8	-8	-2	8	-48	0.6	4	-1	0	-14
18) C[C@H]1CN([C@@H](C)CO)C(=O)c2cc(NC(=O)C3CCCCC3)ccc2O[C@H]1CN(C)S(=O)(=O)c1ccccc1
→ 12	0	-8	0	-11	-0.3	·	-3	-8	-15
19) CC1CNCCN1S(=O)(=O)c1cccc2cnccc12 (stereo unspecified)
→ 0&17	51&-9	7&2	-31&9	10&21	-0.3&1.1	·	0&-3	-7&-1	-11&-8
20) COc1ccc(C2C(C(N)=O)=C(C)Nc3nc(CCCO)nn32)cc1OC (stereo unspecified)
→ -1	11	0	-11	9	-1.3	0	1	-4	-8
21) COc1cc(OCc2ccccc2)c2c(CCC(=O)O)cc(=O)oc2c1
→ -6	14	2	-14	23	-4.4	-3	-6	-5	6
22) COC(=O)c1ccc(CNC(=O)COC(=O)/C=C/c2ccc(O)c(OC)c2)cc1
→ 1	21	-9	-21	-8	-0.1	1	-2	-6	-4
23) Cc1cc(C(=O)Nc2ccc(Cl)cc2)n(-c2ccccc2)n1
→ 29	33	0	-33	-6	-0.6	0	-7	-14	-7
24) Nn1c(SCC(=O)Nc2ccccc2)nnc1C1CCCCC1
→ 4	-35	10	35	-12	-1.2	-2	-2	-4	-14
25) O=C(c1ccco1)N1CCN(C(=O)c2snc3ccc(Cl)cc23)CC1
→ -6	0	1	0	-22	-0.2	0	-2	1	-6
26) CCN(c1ccccc1)P(=O)(Nc1ccccc1)Nc1ccccc1
→ 0	·	-5	·	-9	-1.5	-1	·	3	2
27) O=C(CSc1nc2ccccc2c(=O)n1-c1ccccc1Cl)NCC1CCCO1 (stereo unspecified)
→ ·	-17	-1	17	9	-1.1	-10	-6	-14	-10
28) O=C(c1ccc(Cl)cc1)c1coc2ccc(O)cc12
→ 87*	17	-5	-17	3	-1.0	15	0	-3	-4
29) COc1ccc(CCN2CC(C(=O)Nc3ccccc3F)CC2=O)cc1OC (stereo unspecified)
→ 12	-3	-6	3	-1	-3.8	0	5	3	-17
30) O=C(O)CC1(CC(=O)NCc2ccc(-c3cccs3)cc2)CCCCC1
→ 4	8	7	-8	-7	-1.8	-2	·	1	-5
31) CN=c1oc2ccc(Cl)cc2cc1C(N)=O
→ ·	-11	-6	11	·	-0.9	·	-2	-4	-5
32) CCOC(=O)C1OC2(CCCC2)OC1C(=O)OCC (stereo unspecified)
→ -11	-7	-4	7	·	-0.1	-2	·	-1	-13
33) COc1ccc(CN(C(=O)c2cccs2)c2nccs2)cc1OC
→ -4	5	-6	-5	61	-1.2	-3	1	-3	-14
34) COc1cc(Cl)cc(C=O)c1OCC(=O)O
→ 5	-11	0	11	5	-1.3	-4	-2	-2	-8
35) CC(C)(O)C#Cc1ccc(C(=O)NC2CCCCC2)s1
→ 48	9	13	-9	-21	-3.5	2	-2	-12	0
36) CCN(CC)S(=O)(=O)c1ccc2c(c1)nc(CCC(=O)OCC(=O)Nc1c(F)cccc1F)n2C
→ -5	-19	-15	19	-17	-0.5	-2	-3	-8	-13
37) O=C(Cc1ccccc1)NCc1ccncc1
→ 13	-7	0	7	·	-1.3	-1	-6	2	-4
38) COc1ccccc1S(=O)(=O)Nc1cccc(S(=O)(=O)N2CCCC2)c1
→ -2	-5	1	5	1	-0.2	-2	-2	0	9
39) C/C(=N\S(=O)(=O)c1ccc(C)cc1)Nc1cc(C(C)C)c(O)cc1C
→ 6	12	·	-12	7	-1.2	-2	-1	-7	-16
40) CNC(=O)c1ccc(-c2sc3nc(N4CCOCC4)c4c(c3c2N)CCCC4)o1
→ ·	87*	-7	-87	5	-1.4	-6	-3	-25	-15

Two records drawn at random from those above, as already listed:
Order of values: MITF TRPM1 HTS	SR-BI DiI inh	Rtt109 Vps75	SR-BI DiI-HDL act	PfHsp90 set2	CAL PDZ FP-1	NSD2 HMT inh	CAL PDZ FP-2	dFosB act	PvdQ acylase
31) CN=c1oc2ccc(Cl)cc2cc1C(N)=O
→ ·	-11	-6	11	·	-0.9	·	-2	-4	-5
38) COc1ccccc1S(=O)(=O)Nc1cccc(S(=O)(=O)N2CCCC2)c1
→ -2	-5	1	5	1	-0.2	-2	-2	0	9

Next results
Order of values: MITF TRPM1 HTS	SR-BI DiI inh	Rtt109 Vps75	SR-BI DiI-HDL act	PfHsp90 set2	CAL PDZ FP-1	NSD2 HMT inh	CAL PDZ FP-2	dFosB act	PvdQ acylase
41) CCN(Cc1ccccc1)C(c1cc2cc(C)ccc2[nH]c1=O)c1nnnn1CCOC (stereo unspecified)
→ -1	-17	10	17	3	·	8	2	-8	-14
42) O=C(N/N=C/C1CC=CCC1)c1ccc(O)cc1O (stereo unspecified)
→ 7	-1	1	1	-16	-1.9	1	-2	-5	-6
43) Cc1cc(C)cc(-n2ccnc2SCC(=O)Nc2ccc3c(c2)OCCO3)c1
→ 0	-6	-11	6	-30	-0.2	10	-1	-11	7
44) Cc1ccc(NC(=S)NC(=O)c2ccc(Br)o2)c(C)c1
→ 88*	35	3	-35	-5	-1.9	0	-2	-5	-14
45) Cc1ccc2nc(-c3ccc(NC(=O)COCC(=O)O)cc3)sc2c1
→ ·	-10	5	10	13	-3.3	-2	·	-12	-13
46) CN1CCC[C@@H]1CCNC(=O)c1c(-c2ccc3c(c2)OCO3)noc1-c1ccsc1
→ 0	-4	15	-2	23	-1.0	·	-1	-7	11
47) CCCCN=C1NN=C(c2cc3ccccc3o2)CS1
→ 33	-5	-1	5	1	-2.3	4	5	-7	-7
48) CN1C(C(=O)NCc2cccc(Br)c2)CC2Cn3c(nc4cc5ccccc5cc43)C21 (stereo unspecified)
→ -1	18	-7	-18	10	-1.0	·	-1	0	-7
49) COc1cccc2cc(C(=O)NCc3ccc(Cl)cc3)c(=O)oc12
→ 5	·	-10	·	-1	-0.8	3	7	-2	6
50) O=C(c1cnc(Cl)c(Cl)c1)N1CCC(Cc2ccccc2)CC1
→ -5	8	21	-8	11	-0.6	-6	-4	-16	13
51) O=c1cc(/C=C/c2ccccc2)oc2c1ccc1ccccc12
→ 9	2	9	-2	-57	-1.3	-1	-7	-55	-10
52) CCCC(=O)Nc1nnc(SCC(=O)N2CCCCC2)s1
→ 2	-6	-24	6	0	-1.0	-2	-6	8	-11
53) O=C(NC1CCCCCCC1)c1ccc(F)cc1
→ 59	0	0	0	4	-0.8	1	-3	-8	-12
54) O=C(Cc1cccs1)Nc1ccc(S(=O)(=O)Nc2ncccn2)cc1
→ 9	-7	-1	7	-11	0.5	27	-2	11	-9
55) CN(C)c1ccc(CNC(=O)CCNS(=O)(=O)c2cc(Br)cnc2N)cc1
→ 8	-3	-6	3	2	-1.7	2	3	-6	-4
56) Cc1ccc(C=NNc2nc3c([nH]2)c(=O)n(C)c(=O)n3C)cc1
→ 3	27	3	-27	16	-0.1	-1	1	5	8
57) CCC(=O)NCCc1nc2cc(NC(=O)c3ccccc3Cl)ccc2n1C
→ 55	8	23	-8	6	-0.9	0	0	-3	10
58) Cc1cccc(C2c3[nH]c4ccccc4c3CCN2Cc2cnn(-c3ccc(F)cc3)c2)n1 (stereo unspecified)
→ -24	11	7	-11	-15	-2.5	-1	1	9	-11

Source: PubChem
